# K1F lysis inhibition: inhibition of K1F phage lysis, E. coli UTI89, bacterial capsule biogenesis inhibitors, alamar blue (AID 488966); one-dose inhibition, % at 100 µM; IC50 in µM for titrated hits; E. coli UTI89 K1F phage lysis, alamar blue, 2 h; higher % means a stronger effect; 340,000 compounds, 0.02% hits;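 active = phage lysis inhibition, versus mean bacterial control, above a set limit; inconclusive = no clear call, values can overlap the other calls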;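 also: capsule biogenesis inhibitors block K1F phage lysis so surviving cells raise fluorescence; higher fluorescence means more inhibition of phage lysis; actives were called in the ten point dose series up to 300 µM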
# AID2073: inhibitors of Mint1-CaV2.2 protein interaction, biochemical, HTRF (AID 2073) | Voltage-dependent N-type calcium channel subunit alpha-1B (Homo sapiens) | HTRF protein-protein interaction, Mint1-CaV2.2; higher % means a stronger effect | inhibition, % at 20 µM, or IC50 in µM where a hit was titrated | 290,000 compounds, 0.19% hits; in the data active = inhibition mostly above about 51%, no sharp cut-off; inconclusive = no clear call, values can overlap the other calls; inactive = mostly below about 53%; also: some results filed as inactive read as strong as hits
# Dengue-2 NS5 capping: Dengue-2 NS5 methyltransferase inhibitors, primary screen, biochemical, confirmation dose response (AID 588689); Genome polyprotein (Dengue virus type 2 (strain 16681-PDK53)); Dengue-2 NS5 methyltransferase capping enzyme assay, biochemical; higher % means a stronger effect; one-dose inhibition, % at 25 µM; IC50 in µM for titrated hits; 340,000 compounds, 0.3% hits; in the data active = a potency from the dose series; inconclusive = inhibition above about 29% without an active follow-up result
# SV40 large T antigen: SV40 large T antigen inhibitors, biochemical (AID 1903). SV40 large T antigen ATPase/helicase inhibition assay; higher % means a stronger effect. one-dose inhibition, % at 20 µM; IC50 in µM for titrated hits. 310,000 compounds, 0.39% hits; in the data active = a potency from the dose series; inconclusive = inhibition mostly from about 32% at the one dose, without a potency; inactive = the rest, 99 in 100 with inhibition below about 32%; also: strong numbers were not always called active
# West Nile virus CPE: West Nile virus antiviral activity, cell-based, CPE readout (AID 1621). West Nile virus-infected cells, CPE inhibition; higher % means a stronger effect. one-dose CPE inhibition, % at 10 µM; IC50 in µM for titrated hits. 290,000 compounds, 0.02% hits; in the data active = a potency from the dose series; inconclusive = CPE inhibition mostly from about 3.7% at the one dose, without a potency; inactive = the rest, 99 in 100 with CPE inhibition below about 2.2%; also: strong numbers were not always called active
# MgcRacGAP inhibition: MgcRacGAP GTPase-activating activity inhibitors, confirmation, biochemical, ADP Hunter fluorescence | inhibition, % at 30 µM; hits with a dose series show IC50 in µM | Rac GTPase-activating protein 1 (Homo sapiens) | 340,000 compounds, 0.6% hits | MgcRacGAP-stimulated Rac1 GTP hydrolysis, ADP Hunter fluorescence; higher % means a stronger effect; GST-tagged Rac1 F28L mutant substrate | AID 624330, 2012;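 active = first-screen hits whose inhibition reached a set limit at any dose in the follow-up dose series; inconclusive = inhibition above the set first-screen limit but never retested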;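 also: fluorescence reports GDP produced by GAP-driven GTP hydrolysis; strong numbers were not always called active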
# Siah-1 displacement: Siah-1 peptide-binding antagonists, primary screen, biochemical, fluorescence polarization, rhodamine-plectin, uHTS (AID 1817). E3 ubiquitin-protein ligase SIAH1 (Homo sapiens). Siah-1 / rhodamine-plectin peptide fluorescence polarization; higher % means a stronger effect. one-dose displacement, % at 20 µM; IC50 in µM for titrated hits. 290,000 compounds, 0.02% hits;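 active = displacement of at least 50% at 20 µM, with a fluorescence ratio check between 0.3 and a set limit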;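 also: plate controls were Siah plus tracer with DMSO for no effect and tracer alone without Siah for full effect; strong numbers were not always called active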
# RSV CPE inhibition: RSV antiviral activity via CPE protection, HEp-2 cells, primary 10 µM value included (AID 2391); HEp-2 cells, RSV-induced CPE inhibition; higher % means a stronger effect; CPE inhibition, % at 10 µM; hits with a dose series show IC50 in µM; 310,000 compounds, 0.13% hits; in the data active = a potency from the dose series; inconclusive = CPE inhibition mostly from about 23% at the one dose, without a potency; inactive = the rest, 99 in 100 with CPE inhibition below about 21%; also: strong numbers were not always called active
# NTR1 agonist: agonists of NTR1, primary screen, imaging, U2OS cells, beta-arrestin-GFP, high content (AID 493036); Neurotensin receptor type 1 (Homo sapiens), P30989; 330,000 compounds, 0.17% hits; activation, % at 20 µM; NTR1-U2OS beta-arrestin-GFP spot imaging, agonist mode;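 active = activation at or above 40% of the spot to cytoplasm intensity ratio, with at least 20 cells analyzed; inconclusive = wells under 20 cells, flagged as cytotoxic or low count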;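 also: 0% = DMSO without peptide and 100% = 100 nM NTR1 peptide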
# Target sequence (P30989 whole entry, looked up): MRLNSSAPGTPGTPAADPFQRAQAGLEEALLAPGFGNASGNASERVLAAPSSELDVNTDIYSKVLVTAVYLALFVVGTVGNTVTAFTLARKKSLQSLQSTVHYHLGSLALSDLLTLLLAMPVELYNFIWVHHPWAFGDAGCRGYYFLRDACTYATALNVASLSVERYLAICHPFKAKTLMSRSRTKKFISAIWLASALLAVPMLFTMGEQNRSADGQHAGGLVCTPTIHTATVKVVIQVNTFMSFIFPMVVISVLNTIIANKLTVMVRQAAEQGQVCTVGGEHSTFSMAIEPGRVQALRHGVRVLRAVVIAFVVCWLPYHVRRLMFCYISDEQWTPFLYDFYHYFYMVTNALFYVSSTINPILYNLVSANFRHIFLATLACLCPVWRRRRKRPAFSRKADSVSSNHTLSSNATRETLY
# NTR1 agonist cell count 20 µM: also measured in NTR1 agonist; calls as there; cell count; measured here: cell count, cytotoxicity flag
# Dengue-2 NS5 capping pilot replicate: further read-out of Dengue-2 NS5 capping, marked with its call; inhibition, %; measured here: pilot screen replicate inhibition
# An asterisk follows results filed as active; ? = inconclusive; / = no result given; [ ] = dose if it differs, or a comment.
SMILES,K1F lysis inhibition,AID2073,Dengue-2 NS5 capping,SV40 large T antigen,West Nile virus CPE,MgcRacGAP inhibition,Siah-1 displacement,RSV CPE inhibition,NTR1 agonist,NTR1 agonist cell count 20 µM,others
Cc1ccc(OCc2cc(C(=O)NC3CCc4ccccc43)no2)cn1 (stereo not drawn),1.2%[50 µM],-5.2%,0.7%,5.3%,-0.7%,3.5%,1.6%,0.3%,0.2,62,
CN1C(=O)CSc2ccc(NC(=O)N3CCC(N4CCCCC4)CC3)cc21,2.4%,1.5%,-2.8%,0.7%,0.2%,0.1%,-2.1%,2.0%,0.0,54,
O=C(O)CCC(=O)Nc1ccc(OCC2CCCO2)cc1 (stereo not drawn),2.5%,6.2%,-3.9%,13.2%,-0.2%,2.0%,-2.7%,-0.1%,1.1,77,
O=C(N/N=C/c1cccnc1)c1ccc2c(c1)OCCO2,0.1%,2.2%,-9.1%,2.1%,-0.1%,0.5%,-2.3%,1.9%,1.0,82,
Cc1csc(NC(=O)c2ccccc2[N+](=O)[O-])n1,0.1%,-2.9%,-2.5%,9.1%,-0.4%,5.6%,5.8%,1.3%,0.9,103,
Cc1cc(NC(=S)NC(=O)/C=C/c2ccc(S(=O)(=O)N3CCOCC3)cc2)ccc1Br,0.2%,22.9%,3.6%,2.7%,-1.0%,13.3%,2.2%,?,2.9,82,
CCC1=NN(C(=O)Cc2ccccc2)C(O)(c2ccncc2)C1 (stereo not drawn),1.2%,-10.3%,6.2%,2.9%,-0.1%,5.6%,-8.9%,0.3%,0.1,100,
CCOC(=O)CNC(=O)c1cccnc1,-0.2%,47.8%,-6.9%,9.7%,0.5%,-0.6%,5.0%,0.9%,-0.7,39,
O=C(CSCC(=O)N1CCCCC1)Nc1nc(-c2ccc(Cl)s2)cs1,1.3%,2.7%,-2.8%,0.9%,0.1%,5.5%,2.6%,1.8%,5.8,57,
C/C(=N\O)C(=O)OC1CC(C)CCC1C(C)C (stereo not drawn),-0.7%,-7.3%,0.7%,9.2%,0.1%,6.5%,1.3%,2.7%,3.0,95,Dengue-2 NS5 capping pilot replicate=4.2
Cc1nc(-c2cccc(NS(=O)(=O)c3ccc4ccccc4c3)c2)cs1,-0.3%,1.4%,-5.5%,5.5%,0.0%,2.4%,1.0%,4.0%,2.8,52,
COc1ccc(/C(O)=C2/C(=O)C(=O)N(c3nc(C)c(C)s3)C2c2ccco2)cc1 (stereo not drawn),-0.4%,22.2%,2.0%,6.7%,0.3%,2.5%,-0.2%,0.1%,-1.1,42,
O=c1ccnc(S/C=C/c2ccccc2)[nH]1,13.6%,-5.9%,-2.0%,11.4%,-0.3%,6.7%,-4.1%,-1.5%,-0.9,50,
O=C(NCc1ccccc1)c1onc(CS(=O)(=O)c2ccc(Cl)cc2)c1C(=O)NCc1ccccc1,1.2%,/,-3.3%,8.5%,/,5.7%,/,1.1%,14.6,65,
O=C(Nc1cc(S(=O)(=O)N2CCOCC2)ccc1N1CCCC1)c1ccc(F)cc1,1.7%[50 µM],/,12.3%,/,/,6.5%,/,-0.6%,-2.6,59,
CC1CCN(C(=O)CCNS(=O)(=O)c2ccc(Cl)cc2)CC1,0.1%,-1.3%,-10.8%,5.1%,-1.1%,2.5%,0.8%,0.3%,0.1,65,
O=C(COc1ccc(S(=O)(=O)NC2CCCCC2)cc1Cl)NCC1CCCO1 (stereo not drawn),0.0%,-2.7%,-8.2%,10.5%,-0.3%,2.1%,-3.4%,0.2%,-1.0,46,
CCOC(=O)c1cc([N+](=O)[O-])c([N+](=O)[O-])cc1NC(C)=O,-0.5%,-15.0%,-7.0%,9.9%,-1.2%,-5.9%,-9.2%,-1.6%,/,/,
Cc1cc(/C=N/n2cnnc2)c(C)n1-c1ccc(Cl)cc1Cl,0.2%,7.0%,-2.8%,3.2%,-0.4%,3.4%,-11.3%,20.9%,0.4,45,
Cc1ccc(-c2csc(NC(=O)c3ccccc3F)c2C(=O)O)cc1,1.0%,23.0%,12.4%,0.4%,-0.3%,5.3%,1.9%,-0.1%,1.3,54,
CC1(C)OC(=O)C(=CNc2ccccc2)C(=O)O1,2.1%,-0.4%,-4.8%,21.1%,0.3%,4.2%,-1.0%,0.6%,-1.0,49,
Cn1c(=O)c2c(nc(SCC(=O)NCc3ccc4c(c3)OCO4)n2Cc2ccc(Cl)cc2)n(C)c1=O,0.4%,25.2%,1.6%,7.7%,0.2%,5.6%,0.1%,1.6%,0.5,84,
CCc1cc2c(=O)nc3n(c2s1)Cc1ccccc1/C3=C(/O)c1cccc([N+](=O)[O-])c1,5.8%,44.2%,5.7%,6.5%,0.0%,3.3%,0.8%,0.0%,4.5,43,
CC(=O)N1CCN(c2ccc(C(N)=O)cc2[N+](=O)[O-])CC1,0.4%,0.1%,-6.7%,13.2%,-0.2%,5.1%,5.6%,1.2%,-1.4,57,
COc1ccc(N2C(=O)C3C4C=CC(C4)C3C2=O)c(OC)c1 (stereo not drawn),0.7%,3.5%,-5.7%,9.0%,-0.2%,5.1%,5.1%,0.9%,1.4,69,
Cc1cc(C(=O)COC(=O)c2ccco2)c(C)n1Cc1ccco1,-0.3%,17.4%,-7.9%,-0.8%,-0.3%,4.0%,15.5%,1.8%,0.5,52,
COc1cc(NC(=O)CSc2ccccc2)c(C(=O)O)cc1OC,0.4%,11.7%,5.5%,16.6%,0.1%,-2.8%,4.2%,2.7%,0.3,68,
CCCCCOc1ccc(C(=O)NCC(=O)NCC(=O)OCC)cc1,13.5%,6.8%,-3.5%,1.3%,0.0%,4.5%,-3.7%,0.8%,-0.5,52,
COc1cccc(CN2CCSCC2)c1OC,1.7%,3.7%,/,2.9%,-0.2%,23.3%,17.0%,-0.1%,1.8,73,
COc1cccc(N2CCN(C(=O)NC3CCCCC3)CC2)c1,6.0%,-4.0%,-0.7%,1.7%,-0.2%,2.8%,10.5%,0.6%,-0.5,38,
CSc1ncc(Cl)c(C(=O)Nc2ccc(C)c(C)c2)n1,0.1%,-5.8%,1.3%,0.2%,-0.8%,11.2%,2.8%,0.0%,1.0,43,
O=C(Oc1ccc(/C=N/n2cnnc2)cc1)c1cccc([N+](=O)[O-])c1,1.0%,-5.1%,1.5%,11.0%,0.0%,13.5%,3.3%,-1.0%,0.1,50,
CC(=O)NCCc1nc(-c2ccc(Cl)cc2)no1,-0.9%,/,-0.8%,8.3%,-0.7%,3.7%,/,-0.6%,-2.6,98,
COc1ccc(NC(C)=O)cc1NC(=O)CSc1nnc(-c2ccccn2)n1C,-0.5%,3.8%,-2.4%,18.1%,-0.4%,-0.3%,0.6%,-0.1%,1.9,55,
O=C(O)Cn1c(=O)c(F)cn(C2CCCO2)c1=O (stereo not drawn),-0.1%,6.0%,-1.8%,24.8%,-0.2%,4.8%,-0.2%,2.4%,1.6,51,
Cc1ccc(C(=O)NC(=S)N2CCN(C)CC2)cc1,-0.7%,-25.3%,-10.5%,-3.1%,/,2.5%,3.2%,-0.1%,0.9,53,

# 3 neighbouring records out of the list so far, for reference:
SMILES,K1F lysis inhibition,AID2073,Dengue-2 NS5 capping,SV40 large T antigen,West Nile virus CPE,MgcRacGAP inhibition,Siah-1 displacement,RSV CPE inhibition,NTR1 agonist,NTR1 agonist cell count 20 µM,others
COc1ccc(NC(C)=O)cc1NC(=O)CSc1nnc(-c2ccccn2)n1C,-0.5%,3.8%,-2.4%,18.1%,-0.4%,-0.3%,0.6%,-0.1%,1.9,55,
O=C(O)Cn1c(=O)c(F)cn(C2CCCO2)c1=O (stereo not drawn),-0.1%,6.0%,-1.8%,24.8%,-0.2%,4.8%,-0.2%,2.4%,1.6,51,
Cc1ccc(C(=O)NC(=S)N2CCN(C)CC2)cc1,-0.7%,-25.3%,-10.5%,-3.1%,/,2.5%,3.2%,-0.1%,0.9,53,

# More records follow:
SMILES,K1F lysis inhibition,AID2073,Dengue-2 NS5 capping,SV40 large T antigen,West Nile virus CPE,MgcRacGAP inhibition,Siah-1 displacement,RSV CPE inhibition,NTR1 agonist,NTR1 agonist cell count 20 µM,others
CCc1ccccc1NC(=O)CNC(=O)CNC(=O)Cc1ccccc1,0.4%[50 µM],/,0.7%,/,/,10.2%,/,/,-0.1,67,
Nc1c(-c2nn[nH]n2)cnn1-c1cc(Cl)cc(Cl)c1,0.5%,7.3%,6.2%,18.9%,0.2%,4.2%,2.3%,1.9%,1.6,49,
COc1ccc(C(CNC(=O)COc2ccc(Cl)c(C)c2)N2CCCCC2)cc1 (stereo not drawn),0.7%,2.9%,-5.3%,11.4%,-1.0%,3.3%,-2.4%,0.0%,2.6,77,
COc1ccc(S(=O)(=O)N(C)C)cc1NC(=O)c1ccc2c(c1)NC(=O)C(C)S2 (stereo not drawn),0.6%[50 µM],/,3.7%,/,/,2.4%,/,1.8%,0.3,69,
NS(=O)(=O)c1ccc(Nc2nc(-c3cccc([N+](=O)[O-])c3)cs2)cc1,-0.1%,20.9%,-13.2%,21.6%,3.0%,-4.3%,-4.2%,8.0%,15.4,39,
CCOc1ccccc1C(=O)NCc1ccc2c(c1)OCO2,1.9%,1.0%,-2.3%,5.1%,0.0%,1.2%,4.3%,7.1%,-2.1,50,
O=C(O)CC(C(=O)OCCOc1ccccc1)N1CCOCC1 (stereo not drawn),1.5%,1.6%,1.6%,0.7%,/,9.0%,0.6%,1.2%,2.7,47,
Cc1cc([N+](=O)[O-])ccc1NC(=O)CN1C2CCC1CC(NC(=O)NC13CC4CC(CC(C4)C1)C3)C2 (stereo not drawn),0.6%,17.1%,8.4%,7.3%,-1.7%,2.8%,-2.3%,0.9%,1.0,53,
CC1CC(C)CN(c2ncc3c(n2)CC(c2ccccc2)CC3=O)C1 (stereo not drawn),0.0%,0.1%,1.6%,12.4%,-0.4%,0.6%,-6.2%,5.2%,12.0,38,
O=C(N/N=C/c1ccc(Br)cc1)c1ccc(F)cc1,5.8%,1.8%,-4.4%,13.6%,-0.6%,0.6%,0.8%,2.4%,-1.7,56,
Cc1c(N=C2N=C(NC(=O)NC(C)(C)C)c3ccccc32)c(=O)n(-c2ccccc2)n1C,1.6%,3.8%,0.8%,4.0%,0.2%,5.1%,0.0%,1.1%,1.3,44,
O=C(Nc1ccc(NC(=O)c2cccs2)cc1)c1ccc2c(c1)OCO2,-0.1%,23.5%,5.5%,6.7%,0.0%,8.7%,9.2%,-0.5%,1.4,61,
COc1ccc(OC)c(N2C(=O)CCCC2=O)c1,-0.1%,11.2%,-1.9%,18.2%,-0.2%,12.4%,6.0%,1.3%,3.2,61,
